# Screening results: PubChem, several laboratories
# Cdc42 wt – modulators of GTP binding to wildtype Cdc42, primary screen, biochemical, multiplex bead flow cytometry, Bodipy-GTP | Cell division control protein 42 homolog (Homo sapiens), P60953 | GST-Cdc42 beads; actives lie on both sides | percent activity (GTP binding), % at 10 µM | 0.2% of 190,000 active;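 active = percent activity GTP binding at least 20 points away from the 100% baseline, either down as inhibitor or up as activator; inconclusive = compound flagged as likely green fluorescent from well-wide comparison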;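 also: median bead fluorescence of bound Bodipy-FL-GTP at 100 nM; 0% = excess unlabeled GTP control and 100% = no compound control; below 100% means less GTP binding so inhibitor and above means activator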
# Target sequence (P60953 whole entry, looked up): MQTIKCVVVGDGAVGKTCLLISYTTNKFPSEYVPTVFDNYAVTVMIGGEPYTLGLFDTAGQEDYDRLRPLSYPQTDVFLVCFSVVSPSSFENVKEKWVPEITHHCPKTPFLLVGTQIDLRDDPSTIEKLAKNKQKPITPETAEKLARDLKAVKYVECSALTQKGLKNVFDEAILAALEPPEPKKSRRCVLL
# GSH fluor – compound fluorescence on glutathione beads, profiling panel, artefact control, biophysical, 488/530 nm, flow cytometry; 0.25% of 190,000 active; GSH beads flow cytometry, compound fluorescence 488/530 nm; hits give high values; AID 1776, 2009; fluorescence (KMESF) at 10 µM; in the data active = fluorescence above about 89;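 also: glutathione beads carrying GST-tagged Bcl family fusion proteins plus one bare bead set; values are compound well signal with DMSO vehicle wells as background; inactives centre near 16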
# HRas wt GTP bind – modulators of GTP binding to HRas wildtype, primary screen, biochemical, bead-based flow cytometry, multiplex; GTPase HRas (Homo sapiens), P01112; GST-Ras wt beads, Bodipy-FL-GTP binding; actives lie on both sides; GTP binding activity, % at 10 µM; 0.14% of 190,000 active; AID 759, 2007;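 active = GTP binding activity at least 20% away from the 100% baseline, either lowered as inhibitor or raised as activator; inconclusive = flagged as likely green fluorescent, judged across all proteins in the well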;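 also: 0% = unlabeled GTP competition control and 100% = no-compound control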
# Target sequence (P01112 whole entry, looked up): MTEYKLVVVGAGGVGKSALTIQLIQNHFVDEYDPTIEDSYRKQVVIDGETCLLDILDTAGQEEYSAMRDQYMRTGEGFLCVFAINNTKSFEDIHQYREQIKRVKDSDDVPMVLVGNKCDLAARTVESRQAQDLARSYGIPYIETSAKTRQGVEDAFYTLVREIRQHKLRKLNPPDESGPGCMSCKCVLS
# Rab7 wt GTP bind – modulators of GTP binding to Rab7, primary screen, biochemical, wildtype, multiplex bead flow cytometry; Rab7 GTPase wild type (dog), Bodipy-FL-GTP binding; GST-Rab7 beads, fluorescent GTP binding; actives lie on both sides; untreated = 100%, excess cold GTP = 0%; 0.055% of 190,000 active; GTP binding activity (percent of control), % at 10 µM;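 active = fluorescent GTP binding to Rab7 beads changed by at least 20 points from the 100% baseline, either direction, mostly lower; inconclusive = compound itself probably fluorescent, or too few beads counted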;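 also: median green fluorescence of bound Bodipy-FL-GTP per Rab7 bead population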
# ABCG2 block – ABCG2 efflux pump inhibitors, primary screen, multiplex with ABCB1, IgMXP3 cells, flow cytometry | Broad substrate specificity ATP-binding cassette transporter ABCG2 (Homo sapiens), Q9UNQ0 | JC-1 efflux | inhibition, % at 6.6 µM | 0.1% of 190,000 active;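 active = inhibition above 80%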;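 also: 0% = DMSO and 100% = nicardipine control wells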
# Target sequence (Q9UNQ0 whole entry, looked up): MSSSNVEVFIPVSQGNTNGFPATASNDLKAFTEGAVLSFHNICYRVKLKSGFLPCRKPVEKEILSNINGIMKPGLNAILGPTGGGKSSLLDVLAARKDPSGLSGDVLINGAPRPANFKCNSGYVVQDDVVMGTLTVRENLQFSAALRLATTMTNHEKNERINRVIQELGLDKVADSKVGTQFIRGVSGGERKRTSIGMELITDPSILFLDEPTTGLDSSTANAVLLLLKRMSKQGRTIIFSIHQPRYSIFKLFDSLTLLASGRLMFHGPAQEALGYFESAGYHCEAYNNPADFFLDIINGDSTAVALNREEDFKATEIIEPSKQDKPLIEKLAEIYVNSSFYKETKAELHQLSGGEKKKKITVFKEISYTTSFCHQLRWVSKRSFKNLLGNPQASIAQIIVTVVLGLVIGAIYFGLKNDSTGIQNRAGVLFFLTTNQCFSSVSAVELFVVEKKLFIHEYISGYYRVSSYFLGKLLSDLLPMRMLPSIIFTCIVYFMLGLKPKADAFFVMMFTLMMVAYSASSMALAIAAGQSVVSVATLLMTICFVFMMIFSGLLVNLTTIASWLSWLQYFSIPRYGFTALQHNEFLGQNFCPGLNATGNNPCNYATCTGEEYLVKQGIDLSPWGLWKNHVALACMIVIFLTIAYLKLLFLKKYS
#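 System: two drug-resistant human cell lines, ABCG2 and ABCB1; controls: nicardipine high and DMSO low controls; times: 10 min exposure at 25 °C with rotation, no wash; detection: flow cytometry of retained JC-1 fluorescence; read-out basis: percent efflux inhibition, scaled nicardipine 100% to DMSO 0%; doses: one concentration, 6.6 µM final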
# Rac1 wt modul – wildtype Rac1 GTP binding modulators, primary screen, biochemical, GST-Rac1 beads, flow cytometry, multiplex | Ras-related C3 botulinum toxin substrate 1 (Homo sapiens), P63000 | fluorescent GTP binding; actives lie on both sides; 0 = cold GTP competed, 100 = untreated | GTP binding activity (% of control), % at 10 µM | 0.27% of 190,000 active | AID 757, 2007;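 active = GTP binding activity at least 20 points away from the 100% control level, either lower or higher; inconclusive = compound flagged as likely green fluorescent, judged across all proteins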
# Rab2 wt GTP – modulators of GTP binding to Rab2A wildtype, primary screen, biochemical, dog, bead-based flow cytometry, multiplex | GST-Rab2 wt beads, Bodipy-GTP binding | GTP binding activity, % at 10 µM | 0.19% of 190,000 active;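 active = GTP binding activity at least 20 points away from 100%, either lowered or raised; inconclusive = signal likely due to the compound's own green fluorescence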;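 also: 0% = beads with excess unlabeled GTP and 100% = no-compound control corrected for plate trend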
# Avidin fluor – green autofluorescence of compounds with avidin beads – biophysical, 488/530 nm, flow cytometry, artefact control, profiling panel | 0.38% of 220,000 active | AID 1775, 2009 | compound fluorescence 488/530 nm; hits give high values | fluorescence (KMESF) at 10 µM; in the data active = fluorescence above about 47; also: inactives centre near 10
# Pf gametocyte – late stage P. falciparum gametocyte viability inhibitors, primary screen, ATP luminescence, HTS; P. falciparum stage V gametocytes, 24 h; inhibition, % at 10.9 µM; 0.065% of 150,000 active;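 active = inhibition above the mean plus 3 SD of compounds within the control limits, set per campaign, cut at about 38% in these data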;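 also: 0% = DMSO wells and 100% = medium only without gametocytes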
# ABCB1 block – ABCB1 efflux pump inhibitors, primary screen, cell-based, multiplex, flow cytometry, ABCG2 counter-screen. ATP-dependent translocase ABCB1 (Homo sapiens), P08183. CCRF-Adr cells, JC-1 efflux. inhibition, % at 6.6 µM. 0.067% of 190,000 active; in the data active = inhibition above about 40%;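 also: 0% = vehicle and 100% = reference inhibitor; higher value means more JC-1 retained so stronger ABCB1 efflux block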
# Rac1 mut GTP – GTP binding modulators of activated mutant Rac1, primary screen, biochemical, bead-based flow cytometry, multiplex, fluorescent GTP | AID 764, 2007 | Ras-related C3 botulinum toxin substrate 1 (Homo sapiens), P63000 | percent activity (GTP binding), % at 10 µM | GST-Rac1 activated beads; actives lie on both sides; 100% means binding = to untreated wells | 0.11% of 190,000 active;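 active = GTP binding at least 20 percentage points away from the 100% baseline, in either direction, so actives lie on both sides; inconclusive = Compound likely fluorescent itself, or too few beads counted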
# Starred values were filed as active, the others as inactive; ? = inconclusive; . = no result given.
SMILES,Cdc42 wt,GSH fluor,HRas wt GTP bind,Rab7 wt GTP bind,ABCG2 block,Rac1 wt modul,Rab2 wt GTP,Avidin fluor,Pf gametocyte,ABCB1 block,Rac1 mut GTP
CC(C)CC(=O)c1c[nH]c(C(=O)NCc2cccs2)c1,101,4,98,93,2,98,96,7,.,0.2,100
Cc1noc(N)c1C1(O)C(=O)Nc2c(Cl)cc(Cl)cc21 (stereo not given),90,13,94,101,1,95,97,7,-5,-0.1,94
COc1ccc(CCN2C(=S)NC3CC2(C)Oc2ccc([N+](=O)[O-])cc23)cc1OC (stereo not given),101,4,98,95,4,101,99,11,-3,0.6,100
COCCNS(=O)(=O)c1cccn1-c1ncc(C(F)(F)F)cc1Cl,102,30,99,99,12,105,100,13,.,2.2,100
COc1ccc(CCNS(=O)(=O)c2ccc3c(c2)OCCO3)cc1OC,105,6,100,104,6,107,102,9,-2,1.4,103
CCc1nc(NCC2CCCO2)c2oc3ccccc3c2n1 (stereo not given),109,11,106,105,5,111,107,10,.,0.6,103
Cc1cc(C)c(C#N)c(SCC(O)CS(=O)(=O)Cc2ccccc2)n1 (stereo not given),101,18,101,100,16,100,100,7,-18,0.7,97
CNC(=O)CSc1nnc(-c2cc(C)cc(C)c2)o1,100,57,99,97,2,103,98,8,-31,0.4,95
CCn1c(=O)cc(OCC(=O)NCc2ccco2)c2ccccc21,99,14,100,99,32,99,99,8,21,0.2,98
O=C(/C=C/c1ccccc1)Oc1coc(CSc2ncccn2)cc1=O,91,7,92,95,0,91,92,22,6,-0.3,93
O=C(Nc1ccc(S(=O)(=O)Nc2nccs2)cc1)c1cccc(N2C(=O)c3ccccc3C2=O)c1,89,15,90,95,-2,91,90,9,-6,-0.8,90
CCCCC/C=C\C[C@H](O)/C=C/c1cccc(C[C@H](O)CCCCO)n1,104,20,101,97,1,103,100,6,.,0.6,100
COc1ccc(OC)c(C(c2nnnn2Cc2ccccc2)N2CCN(C3CCCCC3)CC2)c1 (stereo not given),98,27,95,91,1,97,94,2,1,0.3,94
Cn1nc([N+](=O)[O-])nc1Oc1ccccc1N,102,24,101,101,20,104,102,26,4,1.1,100
CC(C)(C)c1nnc2cccc(Cl)n12,99,18,99,101,1,100,97,10,-27,0.0,98
N#Cc1c2nc3ccccc3nc2n2cc(NC(=O)c3ccc(F)cc3)ccc12,91,5,81,89,-9,79*,77*,13,1,-0.7,88
c1ccc(-c2ccccc2OCCOCCN2CCNCC2)cc1,99,18,94,94,0,96,96,9,.,0.1,95
CS(=O)(=O)Oc1ccccc1/C=C1/N=C(c2ccc(F)cc2)OC1=O,99,20,102,99,9,103,101,12,-8,-0.7,101
COc1ccc(NC(=O)CSc2nc3c(c(-c4cccs4)c2C#N)CN(C)CC3)cc1OC,99,10,101,97,2,99,91,26,.,0.4,93
O=C(c1ccco1)N1CCN(c2cc(N3CCOCC3)c(F)cc2[N+](=O)[O-])CC1,?,20,?,?,5,?,?,6,7,0.2,?
c1ccc2c(-c3nc4ncccc4o3)cccc2c1,98,12,100,95,-4,100,97,10,-2,-5.5,97
COc1ccc2nc3ccccc3nc2c1NC(=O)c1ccc(Cl)cc1,98,13,95,98,16,98,92,10,.,1.2,97
N#Cc1cc2c(N)c(C(=O)Nc3ccccc3)sc2nc1N,95,25,89,95,1,95,89,7,.,-0.3,93
COc1ccc(C)cc1NC(=O)CNC(C)C(=O)Nc1cc(Cl)ccc1Cl (stereo not given),96,13,93,94,1,93,97,8,-13,0.6,93

# Among those listed so far, these have a Cl atom.
SMILES,Cdc42 wt,GSH fluor,HRas wt GTP bind,Rab7 wt GTP bind,ABCG2 block,Rac1 wt modul,Rab2 wt GTP,Avidin fluor,Pf gametocyte,ABCB1 block,Rac1 mut GTP
Cc1noc(N)c1C1(O)C(=O)Nc2c(Cl)cc(Cl)cc21 (stereo not given),90,13,94,101,1,95,97,7,-5,-0.1,94
COCCNS(=O)(=O)c1cccn1-c1ncc(C(F)(F)F)cc1Cl,102,30,99,99,12,105,100,13,.,2.2,100
CC(C)(C)c1nnc2cccc(Cl)n12,99,18,99,101,1,100,97,10,-27,0.0,98
COc1ccc2nc3ccccc3nc2c1NC(=O)c1ccc(Cl)cc1,98,13,95,98,16,98,92,10,.,1.2,97
COc1ccc(C)cc1NC(=O)CNC(C)C(=O)Nc1cc(Cl)ccc1Cl (stereo not given),96,13,93,94,1,93,97,8,-13,0.6,93

# Next results
SMILES,Cdc42 wt,GSH fluor,HRas wt GTP bind,Rab7 wt GTP bind,ABCG2 block,Rac1 wt modul,Rab2 wt GTP,Avidin fluor,Pf gametocyte,ABCB1 block,Rac1 mut GTP
CCOc1nc(NCc2ccco2)nc(Nc2ccccc2F)n1,101,20,102,104,14,109,99,5,1,0.7,99
Cc1cc(C(=O)CSc2n[nH]c(N)n2)c(C)n1-c1cc(F)ccc1F,101,24,100,96,31,102,98,21,.,0.9,99
CCOC(=O)C1=C(Nc2ccc(Br)cc2)CC(C)(O)C(C(=O)OCC)C1c1ccccc1 (stereo not given),95,43,94,96,0,97,96,7,5,0.0,95
O=C(O/N=C\c1ccc(N2CCOCC2)c([N+](=O)[O-])c1)c1ccc(F)cc1,103,18,101,98,16,99,101,7,.,0.7,101
O=C(Nc1cccc(O)c1)c1ccc(C(=O)c2ccccc2)o1,87,20,89,99,1,90,86,11,13,0.1,92
Cc1[nH]c2ccccc2c1SCC(=O)N1CCOCC1,102,25,101,98,2,106,101,4,.,0.6,102
C1CC(CN2CCOCC2)CN(Cc2nc(CC3CC3)no2)C1 (stereo not given),95,10,96,102,2,96,96,3,14,1.8,93
Cc1ccc(NC(=O)c2ccc(-n3cccn3)c([N+](=O)[O-])c2)cc1C,100,10,99,99,5,98,99,21,-13,0.3,95
O=C(Nc1cnccn1)Nc1cccc(Cl)c1Cl,97,10,97,95,6,102,99,12,6,0.5,96
CCOc1cc(N2CCOCC2)c(OCC)cc1NC(=O)CC12CC3CC(CC(C3)C1)C2,102,17,101,102,-1,104,102,33,-24,-0.3,101
Cc1ccc(S(=O)(=O)N2CC3CCC2C3)cc1 (stereo not given),103,30,101,103,-2,104,101,6,.,-2.5,100
COc1cccc(C(=O)NCCCN2CCN(CCCNC(=O)c3cccc(OC)c3)CC2)c1,103,15,100,97,4,106,103,13,.,0.2,103
Nc1nnc(SCC(=O)Nc2sc3c(c2C(=O)c2ccccc2)CCCC3)s1,92,5,95,97,2,99,96,11,8,1.1,97
CCCNC(=O)c1cc(-c2ccc(OC)cc2)n(CCCOC)c1C,108,21,104,100,-2,107,102,12,-5,0.2,103
COc1cc2c(cc1OC)-c1nnc(-c3ccco3)n1C1(CCCC1)C2,101,28,102,103,9,104,102,9,.,1.0,100
Cc1ccccc1Cn1c(=O)n(CC2CCC(C(=O)NCCc3ccccc3)CC2)c(=O)c2ccccc21 (stereo not given),102,17,100,99,0,104,101,16,-23,0.2,100
CC(=O)c1cccc(NC(=O)c2cc(-c3ccc(C)cc3)on2)c1,100,24,98,99,2,103,101,5,.,-0.1,98
c1coc(CNc2c3c(nc4ncnn24)CCC3)c1,107,15,104,101,0,107,105,5,.,0.0,103
CCOC(=O)/C(C#N)=C(\N)C(C)C(=O)Nc1ccccn1 (stereo not given),92,16,93,90,3,94,91,27,-11,0.1,92
O=C(Nc1nc(-c2ccc(F)cc2)cs1)c1cnccn1,99,8,99,103,0,103,99,2,-3,0.0,99
CCOc1ccc(-n2c(=O)cc(N3CCN(c4ccc(F)cc4)CC3)[nH]c2=O)cc1,98,6,99,99,2,99,97,15,11,0.3,96
Cc1ccc2nc(-c3ccccc3O)c(Nc3ccc4c(c3)OCCO4)n2c1,101,23,103,104,2,108,99,10,-2,2.2,97
O=C(NC(NC1CCS(=O)(=O)C1)C(=O)c1cccs1)c1ccccc1 (stereo not given),97,28,97,98,0,96,98,6,.,-0.1,96
CC1CN(C(=O)c2ccc(COc3ccc4ccccc4c3)o2)CC(C)O1 (stereo not given),96,16,98,101,12,102,99,9,2,0.9,97
O=C(c1ccc(S(=O)(=O)Cc2cc(F)ccc2F)c([N+](=O)[O-])c1)N1CCCC1,99,15,101,101,6,99,99,10,2,1.5,94
Cc1ccc(O)c(C(=O)c2cnc3onc(-c4ccc(F)cc4)c3c2)c1,94,15,95,98,7,97,99,16,9,1.8,96
COc1ccc(NS(=O)(=O)c2cc(NC(=O)c3cnccn3)ccc2OC)cc1Br,90,12,95,92,-2,95,92,11,-7,0.0,94
COc1ccc(-n2c(SCC(N)=O)nc3sc4c(c3c2=O)CCC4)cc1,104,9,105,110,1,108,106,9,-16,0.3,100
Nc1nc(-c2ccccn2)nc(N)c1Cc1ccccc1F,105,15,105,102,1,105,104,12,6,0.1,106

# One compound at a time, from the list above.
# Shown for Nc1nc(-c2ccccn2)nc(N)c1Cc1ccccc1F → Cdc42 wt = 105; GSH fluor = 15; HRas wt GTP bind = 105; Rab7 wt GTP bind = 102; ABCG2 block = 1; Rac1 wt modul = 105; Rab2 wt GTP = 104; Avidin fluor = 12; Pf gametocyte = 6; ABCB1 block = 0.1; Rac1 mut GTP = 106
# Shown for COc1ccc(NS(=O)(=O)c2cc(NC(=O)c3cnccn3)ccc2OC)cc1Br → Cdc42 wt = 90; GSH fluor = 12; HRas wt GTP bind = 95; Rab7 wt GTP bind = 92; ABCG2 block = -2; Rac1 wt modul = 95; Rab2 wt GTP = 92; Avidin fluor = 11; Pf gametocyte = -7; ABCB1 block = 0.0; Rac1 mut GTP = 94
